Compound activity deposited in PubChem by Sanford-Burnham Center for Chemical Genomics.
mIAP block: blocks mouse intestinal alkaline phosphatase | AID 2806 | 0.2% of 330,000 active | inhibition, % at 10 µM | purified mouse IAP, CDP-Star luminescence, 30 min;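 active means inhibition of at least 40% at 10 µM in the primary screen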;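 further: plate controls were DMSO with enzyme for no effect and no enzyme wells for full effect; values of inactives mirror those of a sister screen read the other way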
hIAP act: increases human intestinal alkaline phosphatase activity; activation factor at 10 µM; 0.16% of 330,000 active; P09923; purified human IAP, CDP-Star luminescence, 30 min; stronger effect = higher value; 1 = vehicle-only enzyme, 0 = enzyme-free background;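 active means activation factor of the enzyme at least 2-fold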; further: the source names both 10 and 20 µM as test concentration; values of inactives mirror those of a sister screen read the other way
mIAP activ: mouse IAP activation | muIAP, CDP-Star luminescence, 30 min; stronger effect = higher value; 1 = vehicle-only enzyme signal, 0 = enzyme-free wells | activation factor at 10 µM | 0.24% of 330,000 active;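 active means activation factor of at least 2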; further: the source names both 10 and 20 µM as test concentration; values of inactives mirror those of a sister screen read the other way
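Assay system: mouse IAP enzyme / Compound: DMSO-dissolved test compounds / Timing: 30 min, room temperature / Measured by: luminescence from enzymatic CDP-Star hydrolysis / Control set: DMSO-only wells, enzyme-free buffer wells as negative control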
NLRP3 yeast inh: blocks the NALP3 inflammasome reconstituted in yeast; Yeast reconstituted NLRP3/ASC/caspase-1, beta-gal luminescence, 24 h; inhibition, % at 10 µM; 0.39% of 330,000 active;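 active means inhibition of 50% or more; inactive means inhibition below 50%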;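 further: plate controls were induced DMSO wells for no effect and uninduced yeast grown without galactose for full effect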
hIAP inh: blocks human intestinal alkaline phosphatase. P09923. 0.12% of 330,000 active. inhibition, % at 10 µM. purified IAP, CDP-Star luminescence, 30 min;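 active means inhibition reaching a set limit with compound at 10 µM in the primary screen, cut at about 35% in these data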;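 further: plate controls were DMSO wells with enzyme for no effect and no-enzyme buffer wells for full effect; values of inactives mirror those of a sister screen read the other way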
ATG4B inh: ATG4B (human) cysteine protease inhibition; Q9Y4P1; ATG4B cleavage of LC3-PLA2, NBD-HPC fluorescence, 1 h; inhibition, % at 8.33 µM; 0.51% of 340,000 active; AID 504462; in the data active means inhibition above about 40%
tim10-1 inh: inhibits growth of tim10-1 mutant yeast. S. cerevisiae tim10-1 ts strain growth, BacTiter-Glo, 24 h. inhibition, % at 20 µM. 2.2% of 330,000 active. AID 463190;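 active means inhibition of at least 40%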;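 further: mutant grown at 25 °C; 0% = DMSO wells with yeast and 100% = wells holding no yeast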
Apaf-1 inh: inhibitors of human Apaf-1 apoptosome; O14727; reconstituted apoptosome caspase-3 activity, DEVD-Rh110 fluorescence; inhibition, % at 20 µM; 0.71% of 330,000 active; active means inhibition of at least 40% at 20 µM;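 further: plate controls were DMSO wells for no effect and DEVD-CHO caspase inhibitor wells for full effect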
Target sequence (O14727 whole entry, looked up): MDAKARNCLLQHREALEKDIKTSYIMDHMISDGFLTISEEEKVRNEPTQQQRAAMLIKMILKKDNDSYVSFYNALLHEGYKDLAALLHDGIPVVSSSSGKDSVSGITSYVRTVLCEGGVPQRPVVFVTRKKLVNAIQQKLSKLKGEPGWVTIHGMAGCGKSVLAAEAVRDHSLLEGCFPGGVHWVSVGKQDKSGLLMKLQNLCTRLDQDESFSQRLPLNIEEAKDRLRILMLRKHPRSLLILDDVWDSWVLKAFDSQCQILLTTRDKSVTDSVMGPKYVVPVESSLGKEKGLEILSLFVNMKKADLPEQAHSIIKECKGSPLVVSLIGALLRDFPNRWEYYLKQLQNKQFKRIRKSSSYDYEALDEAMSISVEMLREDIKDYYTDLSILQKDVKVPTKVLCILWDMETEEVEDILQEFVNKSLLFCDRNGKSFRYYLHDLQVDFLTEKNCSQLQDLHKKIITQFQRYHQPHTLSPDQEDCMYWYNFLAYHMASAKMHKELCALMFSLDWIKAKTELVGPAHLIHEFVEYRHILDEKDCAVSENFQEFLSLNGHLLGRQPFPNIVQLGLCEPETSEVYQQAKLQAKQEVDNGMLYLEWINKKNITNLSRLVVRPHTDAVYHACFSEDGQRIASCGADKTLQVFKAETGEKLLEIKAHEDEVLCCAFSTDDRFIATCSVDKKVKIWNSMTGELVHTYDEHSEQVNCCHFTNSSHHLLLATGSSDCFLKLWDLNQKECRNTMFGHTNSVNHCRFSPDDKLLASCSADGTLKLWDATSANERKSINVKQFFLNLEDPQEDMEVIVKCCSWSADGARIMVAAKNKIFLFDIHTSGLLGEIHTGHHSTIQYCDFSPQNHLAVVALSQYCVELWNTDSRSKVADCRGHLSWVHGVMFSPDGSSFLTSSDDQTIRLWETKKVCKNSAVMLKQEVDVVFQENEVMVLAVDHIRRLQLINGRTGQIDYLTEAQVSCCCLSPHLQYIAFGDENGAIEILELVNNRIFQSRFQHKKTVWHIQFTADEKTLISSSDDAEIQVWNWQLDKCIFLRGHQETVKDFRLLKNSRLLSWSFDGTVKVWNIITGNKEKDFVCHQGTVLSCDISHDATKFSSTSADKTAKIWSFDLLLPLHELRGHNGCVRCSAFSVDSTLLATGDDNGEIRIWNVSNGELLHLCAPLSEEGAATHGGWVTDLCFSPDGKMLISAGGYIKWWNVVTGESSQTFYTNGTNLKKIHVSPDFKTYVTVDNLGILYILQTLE
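System: reconstituted apoptosome with Apaf-1, cytochrome c, caspase-9, procaspase-3, dATP; Signal: Rh110 fluorescence intensity; Schedule: 30 min compound preincubation, 50 min activation, room temperature; Reagent: cytochrome c trigger plus (Z-DEVD)2-Rh110 caspase-3 substrate.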
TIM10 inh: TIM10 yeast growth inhibition; 1.4% of 330,000 active; S. cerevisiae TIM10 strain growth, BacTiter-Glo luminescence, 24 h; inhibition, % at 10 µM;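 active means inhibition of 40% or more at the single tested concentration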;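 further: wild-type TIM10 isogenic control strain grown at permissive 25 °C; 0% = DMSO yeast wells and 100% = minimal medium wells without yeast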
Numbers without * were called inactive; · = no result given.

nr	Structure	mIAP block	hIAP act	mIAP activ	NLRP3 yeast inh	hIAP inh	ATG4B inh	tim10-1 inh	Apaf-1 inh	TIM10 inh
1	N#Cc1c(NC(=O)CCCl)sc2c1CCCCC2	-6.0	1.04	1.06	-34.8	-3.7	-0.9	27.5	8.0	2.4
2	COc1ccc(-c2noc(CCC(=O)NC3CCCC3)n2)cc1	2.3	1.02	0.977	15.1	-2.5	-0.1	10.0	-20.7	16.5
3	Cc1ccc(CCNC(=O)C2CCC(=O)N(Cc3cccc(F)c3)C2)cc1 (centres undefined)	-2.8	0.801	1.03	-1.9	19.9	0.6	-5.2	3.4	3.7
4	CN(Cc1ccccc1)C(=O)COc1ccccc1Cl	0.8	0.942	0.992	15.1	5.8	-4.2	15.7	-1.2	10.4
5	Cn1c(O)c(N=NC(=O)c2cccc(S(=O)(=O)N3CCCCC3)c2)c2ccccc21	10.4	1.15	0.896	10.5	-15.3	-10.3	25.5	26.0	-0.8
6	COC(=O)N/N=C/c1cn(Cc2ccccc2Cl)c2ccccc12	-2.0	0.97	1.02	14.6	3.0	34.9	5.0	4.9	3.3
7	COc1ccc2c(c1)CCc1c(C(=O)NCCCn3ccnc3)noc1-2	4.5	1.28	0.955	1.0	-27.6	-0.6	6.4	9.2	15.9
8	CC1CC(=O)Nc2ccccc2N1C(=O)COc1ccc2ccccc2c1 (centres undefined)	-2.2	1.01	1.02	8.3	-0.9	1.1	6.6	-4.8	-1.9
9	COCCn1c(SCC(=O)Nc2cccnc2Cl)nc2cc(Cl)ccc2c1=O	5.0	1.18	0.95	8.2	-18.3	6.9	-2.6	2.4	-1.1
10	CCOC(=O)c1oc2ccc(S(=O)(=O)n3nc(-c4ccc(OC)cc4)cc3N)cc2c1C	5.2	0.781	0.948	15.1	21.9	-3.0	10.9	6.2	10.4
11	CC(=O)CC(=O)Nc1ccc(C(N)=O)cc1	-0.9	1.12	1.01	4.2	-12.3	0.2	4.4	-2.3	0.8
12	CC(C)[C@H](Nc1ncnc2c1oc1ccccc12)C(=O)O	2.7	0.939	0.973	10.8	6.1	1.3	-1.7	-19.1	4.7
13	CCCCNC(=S)NNC(=O)c1nn(C)cc1Cl	13.8	0.943	0.862	-4.5	5.7	-11.8	6.5	-1.4	6.6
14	CCN(CC(=O)N1CCCC1)S(=O)(=O)c1ccccc1	4.5	0.999	0.955	14.4	0.1	5.0	4.7	0.7	0.2
15	O=C(NCCCn1ccnc1)c1nc(Cn2cc(Br)cn2)no1	1.4	1.12	0.986	5.6	-12.3	0.0	-1.8	-0.7	1.5
16	Cc1ccc(N2CC(C(=O)OCc3nc(N)nc(Nc4ccccc4C)n3)CC2=O)cc1 (centres undefined)	9.1	1.03	0.909	23.9	-2.6	-8.1	29.7	13.2	10.0
17	O=C1NCC(O)=C1C=Nc1ccccc1O	-4.5	1.65	1.04	22.9	-65.3	12.7	-22.6	-28.7	-27.5
18	Cc1ccc(S(=O)(=O)N2CCCOC2CNC(=O)C(=O)NC2CCCC2)cc1 (centres undefined)	-0.8	1.19	1.01	15.8	-18.5	-3.8	-10.1	-2.7	2.7
19	CCOC(=O)CSc1nc2sc3c(c2c(=O)n1-c1ccc(OCC)cc1)CCN(C)C3	8.0	0.938	0.92	3.9	6.2	5.6	8.7	17.7	13.3
20	CCCN1CCN(C(=S)Nc2ccc(S(N)(=O)=O)cc2)CC1	7.6	0.924	0.924	0.6	7.6	-4.5	-2.0	-9.3	8.4
21	COC(=O)c1cc(COC(=O)c2nc3nccc(C)n3n2)oc1C	3.2	0.917	0.968	19.4	8.3	3.5	14.0	-6.8	3.0
22	Cc1sc2ncnc(SCC(=O)NC3CC3)c2c1C	2.9	1.02	0.971	10.0	-2.4	3.6	21.8	-2.4	-7.8
23	COc1cc(OC)cc(C(=O)NC(=S)NNC(=O)c2cnccn2)c1	18.4	1.78	0.816	7.0	-78.2	-2.6	-17.7	-12.0	0.5
24	CCN(CCCNC(=O)CCc1nc(-c2ccc(OC)cc2)no1)c1cccc(C)c1	-8.8	0.978	1.09	19.9	2.2	6.6	21.3	18.1	25.5
25	Cn1c(N)c(C(=O)Nc2ccc(-c3ccccc3)cc2)sc1=S	17.8	1.1	0.822	4.0	-10.2	-1.1	29.0	0.5	16.5

Continuation.
nr	Structure	mIAP block	hIAP act	mIAP activ	NLRP3 yeast inh	hIAP inh	ATG4B inh	tim10-1 inh	Apaf-1 inh	TIM10 inh
26	CCn1c(C)c(C)c2cc(C(=O)N3CCCC3)ccc21	9.6	0.92	0.904	8.0	8.0	1.5	15.8	5.3	-1.6
27	CSc1cccc(CN2CCCC(CNC(=O)c3ccco3)C2)c1 (centres undefined)	-4.4	0.964	1.04	7.5	3.6	-3.2	-24.0	-0.1	-2.8
28	CC(=O)c1cccc(NC(=O)C(C)OC(=O)CCn2c(C)csc2=O)c1 (centres undefined)	7.9	1.08	0.921	17.8	-8.1	3.9	1.7	-3.8	-3.3
29	CCNC(=S)NNC(=O)c1cccc(Br)c1	10.2	0.954	0.898	17.0	4.6	2.4	-12.2	-19.6	-5.2
30	CCc1sc(C(=O)NC)cc1Br	21.4	0.971	0.786	9.9	2.9	-1.5	2.1	3.6	-3.4
31	CCc1ccccc1NC(=O)CN(C)C(=O)CSc1nnc(Nc2ccc(C)cc2)s1	0.0	0.944	1	4.9	5.6	7.3	16.2	5.7	9.5
32	CC(C)CNc1nc(Oc2ccc(=O)[nH]n2)nc(N2CCOCC2)n1	-0.5	0.996	1	5.9	0.4	-4.6	-8.1	0.6	-7.4
33	NC(=O)c1cc(S(=O)(=O)NCc2cccc(Br)c2)cs1	-5.5	0.932	1.05	8.5	6.8	-5.5	0.1	10.4	-1.8
34	CCOc1ccc(N2CC(C(=O)Nc3ccccn3)CC2=O)cc1 (centres undefined)	-1.7	1.1	1.02	9.4	-10.2	7.3	-7.4	-11.4	7.2
35	Cc1c(NC(=O)C(C)OC(=O)C(NC(=O)c2ccco2)C(C)C)c(=O)n(-c2ccccc2)n1C (centres undefined)	3.7	0.915	0.963	-0.5	8.5	-7.9	9.5	-4.8	-6.7
36	CCCOC(=O)C1NC(=O)N2C(C(=O)OCCC)C(C)(C)S[C@H]12 (some centres undefined)	-2.5	1.07	1.02	12.1	-7.1	3.7	16.2	-0.1	2.0
37	COc1ccc(NC(=O)NCCc2cccc(Cl)c2)cc1OC	-9.9	0.971	1.1	-6.2	2.9	-14.2	8.4	-2.3	16.0
38	c1ccc2c(c1)[nH]c1ccccc12	3.5	1.1	0.965	12.4	-9.6	-20.5	-9.8	-2.1	2.0
39	COc1ccccc1N1C(=O)C2C(C(=O)c3ccccc3)=NN(c3ccc(C)cc3)C2C1=O (centres undefined)	7.2	0.992	0.928	-7.4	0.8	-6.6	21.5	11.1	9.5
40	COc1cc(/C(C)=N/N2CCN(Cc3ccc(C)cc3)CC2)ccc1O	2.2	1.06	0.978	4.0	-5.9	-6.9	6.7	-4.0	2.6
41	Cc1nnc(N2C(=O)C(=O)/C(=C(/O)c3ccc4c(c3)OCCO4)C2c2ccc([N+](=O)[O-])cc2)s1 (centres undefined)	4.5	0.92	0.955	3.2	8.0	·	-0.9	5.8	5.1
42	CCOc1cc2[nH]c(=S)n(CCC(=O)NCc3ccc(OC)cc3)c(=O)c2cc1OCC	7.9	1.15	0.921	3.6	-15.2	4.2	16.3	-0.6	-1.0
43	COc1ccc(C(=O)NC(=S)Nc2cccc(Cl)c2N2CCOCC2)cc1[N+](=O)[O-]	4.1	1.14	0.959	16.5	-13.8	33.1	21.8	-6.0	3.6
44	O=C(CSCc1ccccc1Cl)Nc1ccc2c(c1)OCCO2	-11.9	1.21	1.12	24.2	-21.1	0.9	44.3*	13.0	48.1*
45	O=C(NCCC(=O)N1CCOCCOCCOCCOCC1)OCc1ccccc1	5.7	1.01	0.943	12.4	-0.8	-6.6	-9.9	-0.6	-12.5
46	Cc1nn(CCOc2ccccc2)c(=O)n1-c1ccccc1F	3.9	0.937	0.961	-1.0	6.3	-12.2	19.4	-10.1	4.1
47	O=C(CCCn1c(=O)oc2ccccc21)NC1CCCCCC1	7.4	0.982	0.926	12.6	1.8	·	10.2	2.0	7.5
48	CC(OC(=O)c1cccs1)C(=O)NCc1cccs1 (centres undefined)	-12.7	0.988	1.13	14.3	1.2	-15.2	2.8	17.2	-3.9
49	C=CCNC(=O)CSc1cc([N+](=O)[O-])cc(S(=O)(=O)Cc2ccccc2)c1	13.7	1.02	0.863	-10.4	-1.9	-15.3	2.2	4.9	-8.2
50	COc1ccc(C(=O)NC2=NCCS2)cc1	7.1	0.999	0.929	-3.9	0.1	0.8	6.0	3.1	2.2

Three entries already listed, ordered by their value in tim10-1 inh, largest number first.
| No. | compound | mIAP block | hIAP act | mIAP activ | NLRP3 yeast inh | hIAP inh | ATG4B inh | tim10-1 inh |
| --- | --- | --- | --- | --- | --- | --- | --- | --- |
| 31 | CCc1ccccc1NC(=O)CN(C)C(=O)CSc1nnc(Nc2ccc(C)cc2)s1 | 0.0 | 0.944 | 1 | 4.9 | 5.6 | 7.3 | 16.2 |
| 40 | COc1cc(/C(C)=N/N2CCN(Cc3ccc(C)cc3)CC2)ccc1O | 2.2 | 1.06 | 0.978 | 4.0 | -5.9 | -6.9 | 6.7 |
| 33 | NC(=O)c1cc(S(=O)(=O)NCc2cccc(Br)c2)cs1 | -5.5 | 0.932 | 1.05 | 8.5 | 6.8 | -5.5 | 0.1 |

Next section.
nr	Structure	mIAP block	hIAP act	mIAP activ	NLRP3 yeast inh	hIAP inh	ATG4B inh	tim10-1 inh	Apaf-1 inh	TIM10 inh
51	NS(=O)(=O)c1cccc(NC(=O)CSc2nnc(C3CC3)n2Cc2ccccc2)c1	-2.4	1.07	1.02	1.5	-6.8	2.7	5.3	-0.7	-15.3
52	CCN1CCCC1CNCC(O)COc1ccc(C(C)(C)C)cc1C (centres undefined)	-3.8	1.17	1.04	39.5	-16.8	-8.3	9.7	0.9	-14.9
53	Cc1ccc(C)c(S(=O)(=O)N2CCN(C(=O)Cc3ccccc3)CC2)c1	1.9	1.06	0.981	25.3	-6.5	-0.1	6.1	17.9	-5.5
54	CCOC(=O)N1CC=C2C(C#N)=C(N)C(C#N)(C#N)[C@H](c3ccccc3OCC)[C@H]2C1	3.5	1.09	0.965	13.0	-9.5	4.1	31.1	1.3	18.9
